ASK1 primary – human ASK1 kinase inhibition, primary screen | Q99683 | AlphaScreen MKK6 phosphorylation by ASK1, luminescence | inhibition, % at 7.44 µM | 22,000 tested, 0.99% active | AID 1159602; in the data active means inhibition above about 35%;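 further: 0% = median of compound wells and 100% = no enzyme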
ULK1 primary – blocks human autophagy kinase ULK1; O75385; AlphaScreen Atg13 phosphorylation by ULK1, luminescence; inhibition, % at 5.96 µM; 30,000 tested, 1.9% active; AID 1259251; in the data active means inhibition above about 43%;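 further: 0% = median of compound wells and 100% = no enzyme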
Target sequence (O75385 whole entry, looked up): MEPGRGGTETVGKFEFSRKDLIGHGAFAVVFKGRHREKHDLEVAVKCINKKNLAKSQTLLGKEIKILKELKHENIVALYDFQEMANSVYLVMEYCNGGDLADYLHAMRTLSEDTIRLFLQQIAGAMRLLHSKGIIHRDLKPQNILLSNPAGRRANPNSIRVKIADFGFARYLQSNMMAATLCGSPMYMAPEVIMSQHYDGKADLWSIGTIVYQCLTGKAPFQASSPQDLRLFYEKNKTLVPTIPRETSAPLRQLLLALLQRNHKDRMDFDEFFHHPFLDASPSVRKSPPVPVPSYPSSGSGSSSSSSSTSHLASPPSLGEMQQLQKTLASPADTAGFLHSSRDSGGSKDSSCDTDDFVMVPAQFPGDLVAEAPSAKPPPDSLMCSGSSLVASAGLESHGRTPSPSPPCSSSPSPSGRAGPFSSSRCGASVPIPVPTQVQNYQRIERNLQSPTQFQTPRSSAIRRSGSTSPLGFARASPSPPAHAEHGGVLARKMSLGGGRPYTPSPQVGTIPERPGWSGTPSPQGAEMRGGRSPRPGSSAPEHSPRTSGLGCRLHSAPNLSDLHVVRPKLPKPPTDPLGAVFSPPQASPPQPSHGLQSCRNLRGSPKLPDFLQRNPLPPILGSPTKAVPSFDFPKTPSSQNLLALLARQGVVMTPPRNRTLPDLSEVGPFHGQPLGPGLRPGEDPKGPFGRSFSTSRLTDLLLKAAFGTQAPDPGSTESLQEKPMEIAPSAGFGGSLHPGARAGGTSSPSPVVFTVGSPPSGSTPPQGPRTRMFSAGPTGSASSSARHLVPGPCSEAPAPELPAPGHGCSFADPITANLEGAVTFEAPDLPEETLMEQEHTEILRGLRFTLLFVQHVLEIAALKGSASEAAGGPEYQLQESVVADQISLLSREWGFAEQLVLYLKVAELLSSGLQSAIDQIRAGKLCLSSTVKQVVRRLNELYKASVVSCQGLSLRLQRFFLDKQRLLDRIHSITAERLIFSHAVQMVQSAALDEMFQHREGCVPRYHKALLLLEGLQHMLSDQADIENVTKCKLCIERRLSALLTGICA
An asterisk follows results filed as active; x = no result given; & = joins results of further samples.

cpd	compound	ASK1 primary	ULK1 primary
1	COc1ccc(CCNc2cc(C)nc(N3CCCC3CO)n2)cc1 (centres undefined)	-4.4	-9.4
2	COC1CCN(c2ncn(-c3ccc(Nc4nccc(-c5cc(F)cc(N(C)C)c5)n4)cc3)n2)CC1	30.9	-30.3
3	CN(C)C1CCN(c2cc(-c3cn[nH]c3)ccc2NC(=O)C(O)c2ccc(Cl)cc2)CC1 (centres undefined)	8.8	6.7
4	Cc1cnc(NCc2ccc3c(c2)OCO3)nc1Nc1ccc(N2CCOCC2)cc1	12.0	1.9
5	c1ccc2[nH]c(CNc3cc(NCc4ccc5c(c4)OCO5)ncn3)nc2c1	-5.1	-3.2
6	O=C(NCc1cccc(C(F)(F)F)c1)c1cc(NCCN2CCOCC2)nc2ccccc12	16.4	-16.5
7	c1ccc(-c2nc(NC3CC3)c3ncn(-c4ccsc4)c3n2)cc1	1.8	-11.7
8	CC(=O)c1cccc(-c2nc(NCCN3CCOCC3)c3ncn(CCN4CCCC4=O)c3n2)c1	9.2	6.4
9	CCN(CC)C(=O)C1CCCN(c2nc(NCCc3ccc(OC)cc3)c3ncn(-c4ccccc4)c3n2)C1 (centres undefined)	3.2	-4.4
10	Cc1cnc(-c2ccc(C(=O)NC3CC3)cc2)nc1NCc1cccnc1	-5.9	0.9
11	Cc1ccc(C(=O)NC2CC2)cc1Nc1cc(-c2cnn(C)c2)c(Cl)cn1	-10.3	24.7
12	Cn1c(=O)cc(N2CCCCC2)n(Cc2ccc(F)cc2F)c1=O	x	-30.3
13	Fc1ccc(-c2cc(N3CCOCC3)nc(-c3cccnc3)n2)cc1	x	4.5
14	c1ccc(CNc2nc(N3CCOCC3)nc3c2ncn3-c2ccsc2)cc1	-6.5	-6.0
15	c1ccc2c(Nc3cc(NC4CC4)ncn3)nccc2c1	-7.6	-8.6
16	COC(=O)C1C(=O)NC(S)=C(C#N)C1c1ccccc1Cl (centres undefined)	x	2.3
17	O=C(NCCN1CCOCC1)c1ccc(-c2csc3ccccc23)s1	-7.1	-42.3
18	COC(=O)CSc1nc2c(c(=O)[nH]c(=O)n2C)n1CC(O)COc1ccccc1C (centres undefined)	x	1.2
19	NC(=O)c1ccc(Oc2nccc(-c3ccccc3)n2)cc1	13.3	-4.8
20	COc1cc(Nc2cc(C(=O)NCc3ccccc3)ccn2)cc(OC)c1OC	2.9	-13.3
21	CC(=O)Nc1ccc(Nc2cc(C)nc(Nc3nccc4ccccc34)n2)cc1	-0.3	-27.8
22	O=C(Nc1ccc2[nH]ncc2c1)[C@H]1C[C@H](O)CN1C(=O)c1ccc(Cl)cc1	-11.2	4.8
23	Cc1[nH]ncc1-c1ccc2nc(C3COc4ccccc4C3)[nH]c(=O)c2c1 (centres undefined)	-13.8	3.8
24	OCCNc1nc(Nc2ccccc2)nc2nc[nH]c12	5.6	27.8
25	O=C(Cc1ccccc1)NC(NCC1CCCO1)C(Cl)(Cl)Cl (centres undefined)	x	5.7
26	COc1cc2nc(Nc3ccc(C(F)(F)F)cc3)nc(NCc3cccc(C(F)(F)F)c3)c2cc1OC	-5.8	-38.4
27	Nc1cc(N2CCN(Cc3ccc4c(c3)OCO4)CC2)ncn1	4.7	-8.6
28	CC(C)(C)OC(=O)N1CCN(c2ccc(Oc3cc(Nc4ccccc4C(N)=O)c(C(F)(F)F)cn3)cc2)CC1	10.6	-14.7
29	N#Cc1cccc(-n2ncc3cc(Nc4ccccc4Cl)ccc32)c1	-10.0	-2.1
30	CCCNc1nc(N(CC)CC)nc(N2CCCC(C(=O)N(CC)CC)C2)n1 (centres undefined)	7.9	-19.4
31	Cc1cc(NC2CC2)nc(-c2ccc(N3CCN(C)CC3)cc2)n1	-4.8	-8.4
32	COc1ccc(CNC(=O)C(C(=O)c2ccccc2)n2ccccc2=O)cc1 (centres undefined)	x	-3.0
33	COc1ccc(/C=C2/SC(=S)N(CC(=O)O)C2=O)cc1O	x	10.2
34	O=C(Nc1ccc(-c2cn[nH]c2)cc1OCCN1CCOCC1)C1COc2ccc(F)cc2C1 (centres undefined)	1.7	12.3
35	Cc1cc(C)c(S(=O)(=O)NCCS(=O)(=O)N2CCN(c3ccccc3)CC2)c(C)c1	x	-12.1
36	O=C(Nc1ccc2[nH]ncc2c1)C1CCN(C(=O)[C@@H](O)COc2ccc(Br)cc2)C1 (some centres undefined)	-5.7	1.8
37	c1ccc(Nc2ncnc3nc(-c4cccs4)[nH]c23)cc1	7.6	3.6
38	CC(C)CS(=O)(=O)Nc1ccc2c(c1)CC(=O)N2C	x	7.5
39	C=C(C)Cn1c(SCC(O)CCl)nc2c1c(=O)[nH]c(=O)n2C (centres undefined)	x	6.1
40	CC(c1ccccc1)n1c(Br)nc2c1c(=O)n(C)c(=O)n2C (centres undefined)	x	4.4
41	CN(C)c1cccc(Nc2ccc(-n3cc(CC(=O)NCc4nc5ccccc5[nH]4)c4ccccc43)nn2)c1	6.0	22.0
42	CC(C)n1c(N2CCOCC2)nc2c(Nc3ccc(Oc4ccccc4)cc3)ncnc21	-3.9	-3.9
43	CC(C)n1c(-c2ccc(N3CCN(C)CC3)cc2)nc2c(NCCO)ncnc21	0.1	14.0
44	O=C(NC1CC1)c1ccc2nc(Nc3cccnc3)sc2c1	-3.1	3.4
45	COc1cc(NC(=O)c2cccc(-n3cc(NC(=O)Nc4c(Cl)ccc5nsnc45)cn3)c2)cc(OC)c1OC	5.3	3.0
46	COc1cc(Nc2ccnc(-c3ccc(C(N)=O)cc3)n2)cc(OC)c1OC	0.0	30.4
47	CCOC(=O)Oc1c(OC)cc(C(=O)O[C@@H]2C[C@@H]3CN4CCc5c([nH]c6cc(OC)ccc56)[C@H]4C[C@@H]3[C@H](C(=O)OC)[C@H]2OC)cc1OC	x	-11.9
48	CCOc1ccc(CN2CCC(C(=O)NC(C)(C)C)CC2)cc1	x	-5.9
49	NC1CCCN(c2cc(NCc3ccccc3)ncn2)C1 (centres undefined)	-11.7	1.6
50	c1cc(Nc2nc3ncnc(Nc4ccc(N5CCOCC5)cc4)c3[nH]2)ccn1	15.0	37.9
51	CC(C)n1c(NCCCN2CCCC2=O)nc2c(NCCCN3CCCC3=O)ncnc21	8.3	0.9
52	c1cc(-n2cnc(N3CCOCC3)n2)ccc1Nc1ncc2ccc(-c3cnoc3)cc2n1	0.0	14.0
53	O=C1CCCN1CCn1cnc2c(NCc3nc4ccccc4[nH]3)nc(N3CCC(N4CCOCC4)CC3)nc21	7.3	8.8
54	Fc1cc(-c2ccnc(Nc3ccc(-n4cnc(C(F)(F)F)n4)cc3)n2)cc(N2CCN(C3CC3)CC2)c1	31.8	6.4
55	CCNc1nccc(NCCc2ccc(OC)cc2)n1	-19.0	-1.8
56	NC(=O)c1ccc(-c2nc3ccc(C(N)=O)cc3s2)cc1	26.0	11.1

Further entries.
cpd	compound	ASK1 primary	ULK1 primary
57	O=C1c2ccccc2C(=O)C1c1ccc(Cl)cc1	x	-4.8
58	COc1ccc(-c2ncc(C(=O)NCc3cccc(C(F)(F)F)c3)s2)cn1	-8.4	-10.6
59	O=C(NC1CCN(Cc2ccccc2)CC1)c1ccc2nc(Nc3ccncn3)sc2c1	-7.4	10.9
60	COCC(=O)Nc1cc(C)nn1-c1ncnc2c1cnn2-c1ccc(Cl)cc1	x	-1.1
61	O=C(NCCO)c1ccnc(-c2csc3ccccc23)c1	-0.7	2.5
62	COc1cc(NC(=O)c2csc(N3CCCC3CO)n2)cc(OC)c1OC (centres undefined)	-12.2	0.5
63	O=C(Cc1cn(-c2ccc(N3CCN(c4ccccn4)CC3)nn2)c2ccccc12)NCc1ccccc1	4.4	5.9
64	C[N+](C)(C)CCOP(=O)(O)OP(=O)([O-])OC[C@H]1O[C@@H](n2ccc(N)nc2=O)[C@H](O)[C@@H]1O	x	-0.1
65	O=C1CCCN1CCn1cnc2c(Nc3ccccc3)nc(NC3CCN(Cc4ccccc4)CC3)nc21	-3.4	-7.3
66	O=C(Cc1ccccc1F)Nc1cnn(-c2cccc(C(=O)Nc3ccc(N4CCOCC4)cc3)c2)c1	-4.1&-11.0	0.1&2.2
67	NC(=O)c1ccc(-c2nc(C(=O)NCc3ccccc3)cs2)cc1	-3.9	1.0
68	COc1cccc(OC)c1Oc1ncc(-c2cccs2)cn1	x	-16.2
69	COc1ccc2cc([C@H](C)C(=O)O)ccc2c1	x	2.3
70	CCCOC(=O)C1=C(C)NC2=C(C(=O)CC(C)(C)C2)C1c1ccco1 (centres undefined)	x	-6.5
71	O=C(Nc1ccc(-c2ccncc2)nc1)C1COc2ccccc2O1 (centres undefined)	-9.8	-3.1
72	COc1ccc2c(c1)CC(c1nc(Nc3cccnc3)c3cc(OC)ccc3n1)CO2 (centres undefined)	16.4	-33.6
73	CCCNc1nc(Nc2ccccc2)nc2c1ncn2C1CCCCC1	11.2	-19.6
74	Clc1nc(Nc2ccc(N3CCOCC3)cc2)c2ncn(-c3ccsc3)c2n1	24.2	1.2
75	COc1ccc(/C=C2\Oc3c(ccc(O)c3C)C2=O)c(OC)c1	x	-12.3
76	CC(=O)Nc1ccc(Nc2nc(-c3csc4ccccc34)nc3c2ncn3Cc2ccc(C(F)(F)F)cc2)cc1	-9.6	-29.7
77	Cc1nc(NCc2ccncc2)cc(-c2cncc(Br)c2)n1	x	4.8
78	c1ccc(CN2CCC(Nc3nc(Nc4nccc5ccccc45)nc4c3ncn4-c3ccsc3)CC2)cc1	-26.2	-3.2
79	Cc1cnc(Oc2ccccc2)nc1NCc1ccccc1	-9.8	2.5
80	C[C@H]1[C@H]2CCC3[C@@H]4CC=C5C[C@@H](N(C)C)CC[C@]5(C)C4CC[C@@]32CN1C (some centres undefined)	x	0.8

3 compounds from above, arranged by molar mass, lowest first.
cpd	compound	ASK1 primary	ULK1 primary
73	CCCNc1nc(Nc2ccccc2)nc2c1ncn2C1CCCCC1	11.2	-19.6
80	C[C@H]1[C@H]2CCC3[C@@H]4CC=C5C[C@@H](N(C)C)CC[C@]5(C)C4CC[C@@]32CN1C (some centres undefined)	x	0.8
76	CC(=O)Nc1ccc(Nc2nc(-c3csc4ccccc34)nc3c2ncn3Cc2ccc(C(F)(F)F)cc2)cc1	-9.6	-29.7

More entries
cpd	compound	ASK1 primary	ULK1 primary
81	O=C(c1ccc2cncc(-c3ccccc3)c2n1)N1CCCCC1	x	12.9
82	COc1nc(Nc2ccc(N3CCOCC3)cc2)nc(-c2ccc(N3CCOCC3)nc2)n1	9.7	2.9
83	FC(F)(F)c1cccc(-c2cc(NCCCn3ccnc3)nc(-c3ccncc3)n2)c1	x	-22.7
84	CC(=O)Nc1ccc(S(=O)(=O)c2ccc(NC(C)=O)cc2)cc1	x	-8.5
85	O=C(NCc1cccnc1)c1ccnc(-c2ccc(N3CCOCC3)nc2)c1	7.2	-0.5
86	CC1=C2C(=O)OC(c3ccoc3)C2(C)CCC1 (centres undefined)	x	-13.1
87	COc1ccc(Nc2nc(C(=O)N(CCO)Cc3ccccc3)cs2)cc1	x	-8.7
88	O=C1N(Cc2ccc(F)cc2)CCN1c1ccc(C(F)(F)F)cn1	x	-6.2
89	Cc1ccc(C(N)C(=O)N2CCC(Nc3ccc4cnccc4c3)CC2)cc1 (centres undefined)	2.9	3.3
90	COc1ccc2c(c1)C[C@@H](C(=O)Nc1ccc(-c3ccncc3)cc1OCCN1CCCC1)CO2	-0.8	-5.3
91	COc1nc(NCCOc2ccccc2)nc(-c2ccc(N3CCOCC3)nc2)n1	0.9	-6.5
92	CCN(CC)c1nc(NCCN(C(C)C)C(C)C)nc(Nc2cccc(N(C)C)c2)n1	-3.4	-5.7
93	CC(=O)Nc1ccc(NC(=O)c2cnc(N3CCC(N4CCOCC4)CC3)s2)cc1	4.9	0.2
94	NC(C(=O)N1CCN(C(=O)c2ccc3[nH]ncc3c2)CC1)c1ccc(Cl)cc1 (centres undefined)	-5.3	8.0
95	Cn1c(-c2ccc(Br)cc2)cnc1NCc1ccc(C#N)cc1	x	-14.7
96	CC(C)n1cnc2c(Nc3ccc(Oc4ccccc4)cc3)nc(Nc3ncccn3)nc21	0.3	22.4
97	CC(=O)c1cccc(-c2cc(NCc3ccccc3)ncn2)c1	8.4	-36.5
98	COc1cccc(CN(CCN(C)C)C(=O)c2cnn3cc(-c4cn[nH]c4)ccc23)c1	-3.1	-0.6
99	CCN(CC)c1nc(NCc2cccc(C(F)(F)F)c2)nc(NCc2ccc3c(c2)OCO3)n1	-7.9	-23.1
100	CN1CCN(c2ccc(-c3cncc(C(=O)NC4CC4)c3)cc2)CC1	2.5	26.0
101	CCN(CC)C(=O)C1CCCN(c2cc(NCc3ccccc3)ncn2)C1 (centres undefined)	-6.4	-2.7
102	COc1ccc(-c2cc(NC3CC3)nc(N)n2)cc1	-9.9	-6.0
103	c1ccc(Nc2nc(Nc3ccc4c(c3)OCO4)c3ncn(-c4ccsc4)c3n2)cc1	18.0	12.8
104	COc1ccc(-c2nc(C(=O)NCc3nc4ccccc4[nH]3)cs2)cc1	-5.1	2.4
105	O=C1CCCN1CCCNc1nc(NCCCN2CCCC2=O)c2[nH]cnc2n1	-0.1	-1.5
106	CC(C)n1cnc2c(NC3CC3)nc(Nc3cccc(N(C)C)c3)nc21	26.6	1.3
107	Cc1cnc(Nc2ccccc2)nc1NCc1ccccc1	5.5	3.4
108	CN(C)CCN(Cc1ccccc1)C(=O)Nc1ccc(-c2cn[nH]c2)cc1N(C)C	-5.6	15.3
109	O=C(Nc1ccc2[nH]ncc2c1)[C@@H]1CCCN1	3.4	38.2
110	O=C(NCc1ccccc1)c1cnc(N2CCN(c3ccccn3)CC2)s1	-6.7	-4.2
111	Nc1nc(Nc2ccc(N3CCOCC3)cc2)cc(-c2csc3ccccc23)n1	12.5	-19.5
112	O=C(NC1CCNCC1)c1ccncc1	1.9	4.2
113	CCN(CC)CC1COC(C)(C)CC1OC(=O)c1ccccc1 (centres undefined)	x	4.6

Some of these compounds in order of their number in ULK1 primary, low to high.
entry | SMILES | ULK1 primary
105 | O=C1CCCN1CCCNc1nc(NCCCN2CCCC2=O)c2[nH]cnc2n1 | -1.5
106 | CC(C)n1cnc2c(NC3CC3)nc(Nc3cccc(N(C)C)c3)nc21 | 1.3
112 | O=C(NC1CCNCC1)c1ccncc1 | 4.2
113 | CCN(CC)CC1COC(C)(C)CC1OC(=O)c1ccccc1 (centres undefined) | 4.6
109 | O=C(Nc1ccc2[nH]ncc2c1)[C@@H]1CCCN1 | 38.2

Assay outcomes: PubChem BioAssay, The Scripps Research Institute Molecular Screening Center
